Bioassay records deposited in PubChem BioAssay by Sanford-Burnham Center for Chemical Genomics.
XBP1 UPR activ: adaptive UPR (XBP1) activation; 330,000 tested, 0.33% active; CHO-XBP1 luciferase reporter, IRE1-XBP1 UPR activation, luminescence; percent of tunicamycin response, DMSO as zero; activation, % at 20 µM; AID 463104;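 active means versus positive control, 20 µM dose yields 30% or more activation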;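 further: 100% = tunicamycin at 10 µg/mL and 0% = DMSO only wells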
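Test system: CHO-XBP1 luciferase reporter cells | Buffer or medium: Serum-containing F12 medium, 10% FBS | Schedule: 6 h compound exposure at 37 °C, 5% CO2 | Detection: Steady-Glo luciferase glow luminescence, 10 min after reagent addition | Read-out basis: Activation, % of tunicamycin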
Mdm2-MdmX inh: human Mdm2/MdmX binding inhibition; O15151+Q00987; inhibition, % at 8 µM; AID 485346; SaOS-2 split-luciferase Mdm2/MdmX complementation, luminescence; 330,000 tested, 3% active;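 active means inhibition of at least 50% at 8 µM in the primary screen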
CCR6 antagonist: blocks CCL20-driven beta-arrestin recruitment at human CCR6; P51684; CHO-K1 CCR6 PathHunter beta-arrestin, luminescence, CCL20-stimulated; inhibition, % at 20 µM; 340,000 tested, 0.49% active;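 active means compounds whose inhibition of the agonist-driven luminescence signal at 20 µM reaches about 50%, limit read from the data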;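 further: cells stimulated with CCL20 at 14 nM final; plate controls were DMSO with CCL20 for no effect and DMSO without agonist for full effect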
Target sequence (P51684 whole entry, looked up): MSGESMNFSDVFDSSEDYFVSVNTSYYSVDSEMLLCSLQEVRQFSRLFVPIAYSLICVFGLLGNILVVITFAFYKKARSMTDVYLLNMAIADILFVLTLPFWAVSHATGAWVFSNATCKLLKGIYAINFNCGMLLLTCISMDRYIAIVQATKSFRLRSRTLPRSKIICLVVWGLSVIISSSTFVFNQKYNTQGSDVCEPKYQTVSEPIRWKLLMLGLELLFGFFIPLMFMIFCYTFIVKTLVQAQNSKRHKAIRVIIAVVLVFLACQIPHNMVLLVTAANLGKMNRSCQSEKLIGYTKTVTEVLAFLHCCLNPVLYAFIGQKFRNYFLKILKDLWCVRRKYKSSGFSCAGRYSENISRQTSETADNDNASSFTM
CXCR6 block: CXCR6 (human) receptor inhibition. CHO-K1 PathHunter CXCR6 beta-arrestin, luminescence. inhibition, % at 20 µM. 360,000 tested, 0.36% active. AID 602244; in the data active means inhibition above about 34%, passing the limit was not always enough;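 further: antagonist mode with CXCL16 agonist at 10 nM final; 0% = 10 nM CXCL16 with DMSO and 100% = unstimulated wells without agonist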
697 NFkB inh: inhibitors of the PMA/ionomycin-induced NF-kB reporter in 697 B cells; 697 B-cell NF-kB luciferase reporter, 16 h; 330,000 tested, 0.33% active; AID 435022; inhibition, % at 4 µM; in the data active means inhibition above about 35%
UPR CHOP act: activators of apoptotic arm of unfolded protein response (CHOP). activation, % at 10 µM. CHO-CHOP luciferase reporter, UPR activation, luminescence; percent of tunicamycin response over DMSO baseline. AID 449763. 330,000 tested, 0.34% active;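 active means at 10 µM dose, activation of 40% or more, normalized to positive control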;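 further: 100% = tunicamycin at 10 µg/mL and 0% = DMSO alone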
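assay system = CHO CHOP reporter cells | amount = 500 CHO-CHOP cells per well | buffer or medium = F12 with 10% FBS | incubation = 16-18 h cell attachment, then 6 h compound exposure, 37 °C | detection = luminescence read with Steady-Glo | read-out = percent activation relative to tunicamycin control | controls = tunicamycin high control, DMSO low control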
Gli-Sufu block: blocks Gli-Sufu signaling in a luciferase reporter; AID 588413; 340,000 tested, 0.74% active; inhibition, % at 5 µM; Sufu-KO-LIGHT fibroblasts, Gli luciferase reporter luminescence;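 active means inhibition above about 55%, limit read from the data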;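 further: 0% = DMSO-treated cells and 100% = wells with medium but no cells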
EBI2 block: antagonists of human EBI2 receptor | P32249 | EBI2 beta-arrestin recruitment, luminescence, 7a,25-OHC stimulated | 360,000 tested, 0.81% active | inhibition, % at 5 µM; in the data active means inhibition above about 38%;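 further: enzyme fragment complementation signal reports receptor beta-arrestin coupling in cells; 0% = agonist plus DMSO wells and 100% = wells without agonist; some results beyond the cut were filed as inactive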
Target sequence (P32249 whole entry, looked up, the tested form may be a part): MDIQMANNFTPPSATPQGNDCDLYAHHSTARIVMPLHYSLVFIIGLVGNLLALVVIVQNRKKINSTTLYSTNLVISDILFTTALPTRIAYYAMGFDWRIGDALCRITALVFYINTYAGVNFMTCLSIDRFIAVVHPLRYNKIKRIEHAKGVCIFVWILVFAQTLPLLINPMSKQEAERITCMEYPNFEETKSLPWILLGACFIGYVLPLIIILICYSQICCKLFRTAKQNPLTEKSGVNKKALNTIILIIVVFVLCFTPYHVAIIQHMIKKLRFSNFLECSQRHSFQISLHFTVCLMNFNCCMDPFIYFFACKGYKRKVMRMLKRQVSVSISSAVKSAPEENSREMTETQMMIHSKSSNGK
Jurkat NFkB inh: inhibitors of the PMA/ionomycin-induced NF-kB reporter in Jurkat cells. PMA/ionomycin-induced NF-kB luciferase reporter, luminescence. inhibition, % at 4 µM. 330,000 tested, 0.53% active. AID 435003; in the data active means inhibition above about 50%
Active calls of the source: *; · = no result given.

Order of results: XBP1 UPR activ	Mdm2-MdmX inh	CCR6 antagonist	CXCR6 block	697 NFkB inh	UPR CHOP act	Gli-Sufu block	EBI2 block	Jurkat NFkB inh
[1] Cc1ccc(C(=O)N2CCCCC2)cc1S(=O)(=O)N1CCCC1
 : -7	11	7	-2	7	0.9	1	12	-1
[2] O=C(Nc1ccccc1C(=O)NCCCn1ccnc1)c1ccccc1
 : 1	3	-5	-7	9	-2.0	0	1	-4
[3] Fc1ccccc1CSc1nnc(-c2cnccn2)n1Cc1ccco1
 : -3	-9	18	-4	-7	2.1	-18	-7	-6
[4] Cc1nn(CC(O)Cn2cnc3c2c(=O)n(C)c(=O)n3C)c(C)c1Br (configuration not stated)
 : -3	-18	12	3	6	0.2	-5	1	1
[5] CC(C)(C)OC(=O)C1=C(CO)CS[C@@H]2[C@H](NC(=O)Cc3ccccc3)C(=O)N12
 : -2	2	2	-1	8	2.3	-2	-8	·
[6] CCCCN(C(=O)C1=COCCO1)c1c(N)n(Cc2ccccc2)c(=O)[nH]c1=O
 : 0	18	5	-5	6	1.1	-20	-10	-8
[7] O=C1CC(=C(c2ccccc2)c2ccccc2)C(=O)N1CCCCN1CCN(c2cccc(Cl)c2)CC1
 : 9	60*	15	12	-8	1.8	11	14	-17
[8] COc1ccc(C(=O)N2CCC(O)(c3ccc(Cl)cc3)CC2)cc1OC
 : 4	9	3	-2	-17	0.2	12	52*	-11
[9] O=C(CSc1nc2ccccc2n1CCc1ccccc1)N1CCOCC1
 : 0	-21	-2	2	-5	1.5	18	-16	15
[10] CN(Cc1ccccc1)C(=O)COC(=O)CN1C(=O)c2ccccc2C1=O
 : 1	6	14	11	-6	0.6	-7	-1	-2
[11] CCOC(=O)c1ccc(NC(=O)CCc2c(C)nc3ncnn3c2C)cc1
 : -1	13	-11	1	-5	1.5	-19	3	5
[12] Cc1ccc(CN(C(=O)COc2ccc(Br)cc2)C2CCS(=O)(=O)C2)o1 (configuration not stated)
 : -1	28	-11	-3	-1	0.4	-22	-8	-13
[13] COc1cc(/C=N/NC(=O)C(=O)NCc2ccco2)ccc1O
 : 0	22	-13	3	15	1.2	2	2	-2
[14] CCOc1ccc(C2=C(C=Nc3c(C)n(C)n(-c4ccccc4)c3=O)C(c3ccc(F)cc3)c3ccccc3O2)cc1 (configuration not stated)
 : -5	21	11	4	16	-1.2	12	-21	1
[15] O=[N+]([O-])c1cccc(C2NCC(c3ccccc3Cl)c3c2[nH]c2ccccc32)c1 (configuration not stated)
 : -3	29	24	12	-9	0.4	38	39	-12
[16] O=C(NCC1CCCO1)C12CN(Cc3ccccc3)CC1C(c1cccc([N+](=O)[O-])c1)=NO2 (configuration not stated)
 : -3	1	1	6	-13	-1.4	-6	9	7
[17] CCOc1ncccc1C(=O)Nc1cc(S(=O)(=O)N2CCOCC2)ccc1OCC(F)(F)F
 : 10	24	0	8	1	1.9	5	5	-1
[18] O=C(Cc1ccccc1)NC(NNc1ccccc1)(C(F)(F)F)C(F)(F)F
 : 0	4	12	12	-17	1.7	4	-2	9
[19] COc1cc(/C(C)=N\NC(N)=S)cc(OC)c1OC
 : -2	-10	8	-6	40*	-0.4	10	0	9
[20] COc1ccc(NC(=O)c2cc3c(Cl)nc4ccccc4c3s2)c(OC)c1
 : 1	6	-6	-1	-4	2.0	7	4	-5

2 compounds from above with just CXCR6 block, 697 NFkB inh and EBI2 block.
| no. | SMILES | CXCR6 block | 697 NFkB inh | EBI2 block |
| --- | --- | --- | --- | --- |
| 5 | CC(C)(C)OC(=O)C1=C(CO)CS[C@@H]2[C@H](NC(=O)Cc3ccccc3)C(=O)N12 | -1 | 8 | -8 |
| 6 | CCCCN(C(=O)C1=COCCO1)c1c(N)n(Cc2ccccc2)c(=O)[nH]c1=O | -5 | 6 | -10 |

Remaining list, next part
Order of results: XBP1 UPR activ	Mdm2-MdmX inh	CCR6 antagonist	CXCR6 block	697 NFkB inh	UPR CHOP act	Gli-Sufu block	EBI2 block	Jurkat NFkB inh
[21] O=c1c([N+](=O)[O-])c(N2CCOCC2)c2ccccc2n1Cc1ccccc1
 : -4	15	19	0	-16	0.3	-22	-5	-3
[22] CCOC(=O)c1cnc2c(-c3ccccc3)cnn2c1C
 : 3	-173	9	6	-139	2.9	-68	6	-121
[23] CCC(C)n1cnc2c(c1=O)c1nc3ccccc3nc1n2Cc1ccccc1OC (configuration not stated)
 : -3	28	7	6	14	-3.2	10	0	18
[24] CCN(CC(=O)Nc1ccc2c(c1)OCCO2)CC(=O)Nc1cc(C)on1
 : -3	4	10	1	-7	-3.4	-25	4	4
[25] Cc1cc(-c2ccccc2)nc(N/N=C/c2ccc(O)cc2)n1
 : 12	15	7	1	-46	9.4	-13	9	-38
[26] O=c1cc(CO)oc(CN2CCN(c3ccccc3F)CC2)c1O
 : -2	4	-2	2	23	-3.5	-7	8	0
[27] COc1ccc(C)cc1Nc1nnc(C)c(=O)[nH]1
 : -2	-8	6	1	6	-2.2	26	-7	-17
[28] COc1cc(OC)cc(C(=O)N2CCC(N3CCCCCC3)CC2)c1
 : -1	10	2	-1	20	-2.3	6	6	6
[29] COc1ccc(CCn2nnnc2C(C(C)C)N2CCN(c3ncccn3)CC2)cc1OC (configuration not stated)
 : -2	-23	-2	1	0	-0.3	26	1	13
[30] O=C(CN1CCN(S(=O)(=O)c2ccc(Cl)cc2)CC1)Nc1ccc2c(c1)OCCO2
 : -4	10	-10	5	-13	-1.8	3	2	-5
[31] O=C(COc1cccc2ccccc12)N1CCN(c2ccccn2)CC1
 : 3	26	7	7	10	1.7	8	7	27
[32] COCCCNC(=S)N1CCN(S(=O)(=O)c2ccc(OC)cc2)CC1
 : -2	28	6	-5	20	0.2	69*	-5	9
[33] COc1ccc(C(=O)OCC(=O)Nc2nnc(-c3ccccc3)o2)cc1
 : -2	5	16	9	6	-0.8	-14	-14	-9
[34] COc1ccc(NC(=O)c2ccco2)cc1NC(=O)c1ccccc1F
 : 3	-5	17	0	4	1.3	-1	-4	-15
[35] CCOC(=O)N1CCC(NC(=O)C2CCCN2C(=O)OCc2ccccc2)CC1 (configuration not stated)
 : -1	3	-1	-6	6	-2.5	1	-6	10
[36] CCCCn1c(N)c(N(C)C(=O)C2CC(=O)N(Cc3ccco3)C2)c(=O)[nH]c1=O (configuration not stated)
 : -3	-12	0	-8	16	1.6	2	0	7
[37] CNc1nc(-c2c[nH]c3ccccc23)cs1
 : -2	2	-8	10	4	1.9	9	-4	0
[38] CCC1(c2ccc(OC)cc2)NC(=O)N(CC(=O)NC2CCCCC2C)C1=O (configuration not stated)
 : 0	-5	2	2	6	0.6	-1	3	3
[39] Cc1cc(C)c2c(N)c3ccccc3nc2n1
 : 2	49	6	7	-4	-2.3	-3	11	-59
[40] CC1(C)Cc2c(sc(NC(=O)C(=O)NCCCN3CCOCC3)c2C(N)=O)CO1
 : -2	-3	20	9	-3	2.8	-12	-3	-1

A draw from above in order of number of heavy atoms, ascending.
Order of results: XBP1 UPR activ	Mdm2-MdmX inh	CCR6 antagonist	CXCR6 block	697 NFkB inh	UPR CHOP act	Gli-Sufu block	EBI2 block	Jurkat NFkB inh
[28] COc1cc(OC)cc(C(=O)N2CCC(N3CCCCCC3)CC2)c1
 : -1	10	2	-1	20	-2.3	6	6	6
[34] COc1ccc(NC(=O)c2ccco2)cc1NC(=O)c1ccccc1F
 : 3	-5	17	0	4	1.3	-1	-4	-15
[35] CCOC(=O)N1CCC(NC(=O)C2CCCN2C(=O)OCc2ccccc2)CC1 (configuration not stated)
 : -1	3	-1	-6	6	-2.5	1	-6	10

The listing continues.
Order of results: XBP1 UPR activ	Mdm2-MdmX inh	CCR6 antagonist	CXCR6 block	697 NFkB inh	UPR CHOP act	Gli-Sufu block	EBI2 block	Jurkat NFkB inh
[41] CCCN(c1ccc(C(=O)OC)cc1)S(=O)(=O)c1ccccc1
 : -1	13	-20	3	7	-0.7	2	7	4
[42] CC(C)(CO)CNC(=O)c1ccc2nc(Cc3cccc(Cl)c3)oc2c1
 : 1	-23	3	-6	-38	2.2	8	-3	3
[43] Oc1c(I)cc(I)c2cccnc12
 : -4	93*	15	-6	-13	0.2	39	-3	14
[44] Nc1ccccc1SCC(=O)Nc1ccc(N2CCOCC2)cc1
 : 0	31	-18	-4	22	3.2	-12	10	-6
[45] COc1cccc(CN2CCN(C(=O)c3cc(-c4ccccn4)nc4ccc(Cl)cc34)CC2)c1
 : -3	14	5	8	-17	1.9	9	-3	-6
[46] O=C(Nc1ccc(Oc2ccccc2)cc1)C1CCN(c2ncccn2)CC1
 : 0	5	8	7	-1	1.1	-3	-13	-4
[47] N#C/C(C(=S)Nc1ccccc1)=C1/NN=C(N2CCOCC2)N1c1ccccc1
 : 4	-17	23	1	-28	0.1	12	-1	-5
[48] CC1(c2ccccc2)NC(=O)N(CC(=O)NCc2ccc3c(c2)OCO3)C1=O (configuration not stated)
 : 1	4	9	6	-9	1.9	-9	-8	-25
[49] O=C(Nc1ccccc1C(=O)O)c1cc(S(=O)(=O)N2CCCCC2)cs1
 : -3	-20	-15	9	8	1.5	0	1	-2
[50] CCOC(=O)c1cc(C)n(-c2ccc(OC)c(OC)c2)c1C
 : -2	2	12	0	-23	0.9	8	-2	-6
[51] O=C(NC1CCCCCC1)c1cc(S(=O)(=O)N2CCOCC2)ccc1N1CCCCC1
 : -1	-15	27	-2	-34	-0.2	0	9	2
[52] C=C(C)c1sc(-c2ccc(Cl)cc2)nc1C
 : 0	-38	2	-9	-131	1.7	-65	19	-114
[53] CCn1ccnc1C(O)c1cccc(OC)c1OC (configuration not stated)
 : -2	8	-1	-3	8	1.3	7	2	7
[54] Cc1cc(NC(=O)CSc2nnnn2Cc2ccccc2)no1
 : -1	-2	20	4	8	-1.8	-4	-6	-6
[55] O=C(CS(=O)(=O)Cc1ccccc1)Nc1nnc(C(F)(F)F)s1
 : -3	8	-4	6	12	2.7	-30	0	-12
[56] Cc1ccc(/C=C2\SC(=S)N(CC(=O)Nc3ncc(Cc4ccccc4Cl)s3)C2=O)cc1
 : -1	-27	·	·	-18	-0.5	·	·	-5
[57] O=C(O)c1ccc(N/N=C/c2cn(Cc3ccccc3F)c3ccccc23)cc1
 : 4	43	-8	-5	-110	2.8	-17	-1	-22
[58] Clc1ccc2c(N/N=C/c3cccc(Br)c3)ccnc2c1
 : ·	·	9	-27	·	·	-10	18	·
[59] CN1C[C@@H]2[C@@H]3C(=O)N(Cc4ccccc4)C(=O)[C@@H]3[C@](Cc3ccccc3)(C1=O)N2C(=O)c1ccc(C(C)(C)C)cc1
 : ·	·	4	3	·	·	18	3	·
[60] O=C(NCc1ccc(Cl)cc1)C1CCN(c2cnccn2)CC1
 : 0	13	17	0	3	0.5	2	28	11
